# AMA1 RON2 block = qHTS for Inhibitors of AMA1-RON; Towards Development of Antimalarial Drug Lead: Primary Screen; Plasmodium falciparum AMA1 (3D7) - RON2 peptide interaction; AlphaScreen AMA1-biotinylated RON2 peptide binding; Potency, µM (series often up to 58.2 µM), for the others: at the top dose activity change, negative = inhibition, most hits filed as inhibitors; hit rate 0.2% among 360,000;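 note: potency is the fitted concentration of half-maximal effect; 0% = vehicle wells and -100% = peptide control; nearly all actives have a fitted effect of over 45% in size; some results filed as inactive show a strong effect at the top dose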
#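 AMA1 (3D7) with his tag at 25 nM final met compounds first, then biotinylated RON2 peptide at 25 nM; detection used donor plus acceptor beads, 10 µg/mL apiece, read by AlphaScreen after 30 min at room temperature.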
# LmPK inh = qHTS Assay for Inhibitors of Leishmania Mexicana Pyruvate Kinase (LmPK). purified LmPK, Kinase-Glo ATP luminescence, 1 h. Potency, µM (top dose mostly 57.5 µM), for the others: at the highest dose activity change, negative = inhibition, most hits filed as inhibitors. hit rate 0.37% among 290,000; note: potency is the fitted concentration of half-maximal effect
# Target sequence (Q27686 whole entry, looked up): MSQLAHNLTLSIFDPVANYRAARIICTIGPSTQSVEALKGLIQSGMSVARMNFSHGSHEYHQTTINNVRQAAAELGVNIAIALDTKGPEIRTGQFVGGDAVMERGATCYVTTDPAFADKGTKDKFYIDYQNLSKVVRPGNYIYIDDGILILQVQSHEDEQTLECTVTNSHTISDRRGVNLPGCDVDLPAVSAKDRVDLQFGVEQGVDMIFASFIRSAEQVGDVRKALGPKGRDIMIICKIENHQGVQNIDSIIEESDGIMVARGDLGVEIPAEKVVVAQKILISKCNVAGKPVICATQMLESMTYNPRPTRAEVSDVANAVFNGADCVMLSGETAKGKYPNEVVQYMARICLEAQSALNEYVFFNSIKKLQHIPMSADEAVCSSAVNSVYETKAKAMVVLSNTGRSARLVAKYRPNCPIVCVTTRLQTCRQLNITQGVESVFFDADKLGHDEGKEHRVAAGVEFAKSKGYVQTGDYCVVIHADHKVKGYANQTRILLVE
#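 0.1 nM LmPK, 0.5 mM PEP, 0.1 mM ADP; 50 mM imidazole pH 7.2, 7 mM MgCl2, 50 mM KCl; 1 h RT. Kinase-Glo luminescence readout, normalized to no-enzyme (full inhibition) and uninhibited wells.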
# Tb PYK inh = qHTS of Trypanosoma Brucei Inhibitors; pyruvate kinase (Trypanosoma brucei), Q57TT1; TbPYK enzyme, Kinase-Glo Plus ATP luminescence, 45 min; Potency, µM (titrated, usually from 76.8 µM), without a hit: top-dose activity, negative = inhibition, actives largely listed as inhibitors; hit rate 0.12% among 410,000; note: potency is the fitted concentration of half-maximal effect; nearly all actives have a fitted effect of over 50% in size
#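 Activity of T. brucei pyruvate kinase was followed by Kinase-Glo Plus luminescence after the enzyme reacted 45 min at room temperature with 130 uM ADP (final) and substrate. Test compounds were added before ADP at multiple concentrations.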
# AmpC inh detg = qHTS Inhibitors of AmpC Beta-Lactamase (assay with detergent) | AmpC hydrolysis of nitrocefin, absorbance 480 nm, 0.01% Triton | Potency, µM (highest dose often 114 µM), for the others: at the highest dose activity change, negative = inhibition, actives largely listed as inhibitors | hit rate 0.041% among 370,000 | P00811;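 note: potency is the fitted concentration of half-maximal effect; 0% = no-compound wells and -100% = no-enzyme wells; nearly all actives have a fitted effect of over 25% in size; some results filed as inactive show a strong effect at the top dose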
# Target sequence (P00811 whole entry, looked up): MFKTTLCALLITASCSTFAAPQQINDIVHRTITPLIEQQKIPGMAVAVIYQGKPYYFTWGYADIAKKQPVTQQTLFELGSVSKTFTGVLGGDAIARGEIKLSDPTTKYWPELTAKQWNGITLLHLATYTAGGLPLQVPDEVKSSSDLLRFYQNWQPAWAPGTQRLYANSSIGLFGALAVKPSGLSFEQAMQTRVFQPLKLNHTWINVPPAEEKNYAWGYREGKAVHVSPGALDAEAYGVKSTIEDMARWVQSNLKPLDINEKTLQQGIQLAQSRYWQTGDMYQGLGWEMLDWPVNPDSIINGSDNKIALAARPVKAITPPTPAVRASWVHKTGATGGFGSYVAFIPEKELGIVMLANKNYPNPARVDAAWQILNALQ
#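 AmpC (5.3 nM in the dispensed reagent) in 20 mM phosphate pH 7.0 with 0.01% (detergent screen) or 0.0001% Triton X-100 was preincubated with compounds for 15 min at room temperature. Nitrocefin was then added from an 800 uM solution, and hydrolysis was followed at 480 nm.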
# HCMV inh = qHTS Assay for inhibitors of the human cytomegalovirus (HCMV). HFF cells, HCMV-luciferase reporter, 72 h; hits give low values. activity change, negative = inhibition, % at 57.5 µM. hit rate 4.5% among 410,000; in the data active = activity change below about -60%; inconclusive = no clear call, values can overlap the other calls; inactive = above about -39%
#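 After 16 h attachment at 37C, HFF cells received test compound and HCMV-luciferase (1 PFU/cell); reporter luminescence read 72 h later, data normalized against buffer-only and known inhibitor Salinomycin.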
# HCV inh = qHTS Assay for Inhibitors of Hepatitis C Virus (HCV). hit rate 3.4% among 340,000. Huh7.5.1 HCVcc-Cre infection, luciferase reporter, 44 h. Potency, µM (titrated, usually from 41.8 µM), for inactives: top-dose activity change, negative = inhibition, usual class: inhibitors. AID 651820, 2012; note: potency is the fitted concentration of half-maximal effect
#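 Reporter virus HCVcc-Cre (~0.5 moi) infects cells exposed to compound; seeding density 1,000 cells/well with 4 h settling beforehand. Luminescence, 15 sec read, taken 44 h post-infection following a 15 min RT substrate incubation.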
# AmpC inh no detg = qHTS Inhibitors of AmpC Beta-Lactamase (assay without detergent) | AID 485341, 2010 | hit rate 0.52% among 330,000 | AmpC nitrocefin hydrolysis, absorbance 480 nm, 0.0001% Triton | Potency, µM (highest dose often 57.1 µM), for inactives: top-dose activity change, negative = inhibition, hits mostly inhibitors;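 note: potency is the fitted concentration of half-maximal effect; plate controls were no compound for no effect and no enzyme for full effect; nearly all actives have a fitted effect of over 20% in size; some results filed as inactive show a strong effect at the top dose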
#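 AmpC (5.3 nM in the dispensed reagent) in 20 mM phosphate pH 7.0 with 0.01% (detergent screen) or 0.0001% Triton X-100 was preincubated with compounds for 15 min at room temperature. Nitrocefin was then added from an 800 uM solution, and hydrolysis was followed at 480 nm.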
# * marks the source's active call; other numbers are inactive results; ? = inconclusive; . = no result given; [ ] = dose if it differs, or a comment. Unless noted, calls come from the whole dose curve; as a rule, active = well fitted curve in the direction sought with a large enough effect; inconclusive = small, poorly fitted or top-dose-only effect, or another doubt; inactive = no such curve, though single readings can be large; an effect the other way counts as inactive or inconclusive. Unless noted, % is set by controls: 0 for no effect and ±100 for the full control effect.
# Fields: AMA1 RON2 block	LmPK inh	Tb PYK inh	AmpC inh detg	HCMV inh	HCV inh	AmpC inh no detg
COc1ccc(CCn2nnnc2C(c2ccc(C)cc2)N2CCN(C)CC2)cc1OC (stereo not drawn)
→ 4.9%	-0.6%	0.4%	-6.9%	-2.2	6.4%	1.5%
CC(C)n1nnnc1SCC(=O)NNC(=O)C1CCCCC1
→ 48.5%[activator]	-3.4%	1.1%	-2.5%	40.0	13.8%	-21.9%
CCOC(=O)c1cc(-c2ccccc2)n(CC(=O)N(C)c2ccc(OC)cc2)c1C
→ .	.	1.3%	11.6%	132.4	.	.
COc1ccc(-n2c(Cn3c(=O)sc4ccccc43)nnc2SCC(N)=O)cc1
→ -2.2%	-0.9%	1.9%	-14.9%	-7.1	2.3%	7.6%
CCCCCCNC(=O)c1cccc(-c2ccc(C)c3ccccc23)n1
→ 8.6%	7.9%	-0.7%	0.1%	-23.8	-15.0%	15.5%
CCCCNC(=O)C1CC(=O)N(CCc2ccc(C)cc2)C1 (stereo not drawn)
→ -7.7%	7.3%	-0.4%	-2.2%	7.8	19.6%	-1.9%
COc1ccc(C2C=C(c3ccccc3)Nc3nc(NC(=O)/C=C/c4ccccc4)nn32)cc1 (stereo not drawn)
→ .	.	-24.1%	-4.8%	-2.9	.	.
COc1cc(CNC2CCCCCC2)cc(OC)c1
→ 8.8%	2.1%	-22.4%	?	18.2	-11.9%	-21.6%
O=C(COC(=O)c1cccc(N2C(=O)C3CC=CCC3C2=O)c1)c1ccccc1 (stereo not drawn)
→ -3.8%	-2.7%	0.0%	1.4%	47.7	6.1%	-12.5%
CC(Oc1ccc(F)cc1)C(=O)/C=C\N(C)C (stereo not drawn)
→ -5.8%	-3.5%	5.8%	-10.9%	16.0	3.7%	-15.4%
COC(=O)[C@@]12CCCCN1[C@H](c1ccc(-c3ccc(C(C)=O)cc3)cc1)[C@@H]1C(=O)N(C)C(=O)[C@@H]12
→ -0.8%	.	3.9%	?	11.8	1.3%	50.2%
Cc1cccc(NC(=O)c2cccc(OC(=S)N3CCOCC3)c2)c1C
→ 8.3%	-5.0%	2.5%	2.0%	7.4	8.1%	-10.3%
COc1ccc(N2CCN(CCNC(=O)Nc3ccc([N+](=O)[O-])cc3OC)CC2)cc1
→ -22.5%	-8.3%	2.9%	-1.3%	-4.9	?	2.5%
COc1ccc(OC)c(Nc2cc3ccccc3c(=O)[nH]2)c1
→ -4.4%	.	-8.8%	.	16.2	-25.4%[8.37 µM]	.
COc1ccc(CNc2nnnn2C)cc1
→ 9.5%	-0.3%	-0.8%	-10.2%	-5.8	2.4%	-9.7%
Cc1c(C#N)c(N)nc2c3c(sc12)NC(=O)CC3c1ccc(Cl)cc1 (stereo not drawn)
→ -3.2%	3.4%	-15.8%	-11.2%	-80.6*	22.4µM*	?
O=C(C[C@@H]1C/C=C\C[C@@H](Cc2ccc(F)cc2)C(=O)OC[C@@H](Cc2ccccc2)NC1=O)N[C@H](CO)Cc1ccccc1
→ -2.4%	.	0.0%	.	-9.3	11.7%	144.7%[activator]
CS(=O)(=O)c1ccc(Cl)c(NC(=O)CN2CCN(C(=O)c3cccs3)CC2)c1
→ 13.0%	.	0.2%	.	-12.5	-3.0%	10.3%
O=C(Nc1ccc(Br)cc1)c1nn(C23CC4CC(CC(C4)C2)C3)cc1Br
→ 9.2%	-4.6%	-2.0%	-9.4%	-26.5	2.6%	-12.3%
CCOC(=O)c1c(S(=O)(=O)N2CCC(C(=O)NCc3ccccc3Cl)CC2)c(C)n(C)c1C
→ .	.	5.9%	8.2%	7.6	.	.
CC(C)=CC(=O)NCc1c(Cl)cccc1-n1cccc1
→ 8.1%	-0.3%	-4.3%	-6.5%	-24.3	?	-17.7%
COc1ccc2cc3c(N)nn(C(=O)C4CCC(C(C)(C)C)CC4)c3nc2c1 (stereo not drawn)
→ 6.3%	-1.4%	-5.8%	?	-79.4*	5.4%[8.37 µM]	-19.2%
COc1ccc(/C=C2\CCCC3C2=NN(C(=O)c2ccco2)C3c2ccc(OC)c(OC)c2)cc1OC (stereo not drawn)
→ 0.8%	9.9%	-11.2%	-1.4%	43.2	-21.7%	65.3%[activator]
COc1cc(NC(=S)NC(=O)CC(C)C)ccc1NC(=O)c1cc2ccccc2o1
→ 2.4%	1.8%	-4.1%	-3.5%	?	-6.0%	-28.1%
Nc1ccc2c(c1)ncn2CCCn1cnc2cc(N)ccc21
→ -21.7%	-2.9%	-15.0%	2.7%	21.3	2.4%	3.4%
O=C(COC(=O)C12CC3CC(CC(C3)C1)C2)NCCCc1ccccc1
→ 14.6%[2.32 µM]	0.6%	-12.9%	5.5%	37.4	12.9%	23.9%
CC(=O)c1c(O)cc(=O)n(-c2ccccc2)c1-c1ccc(C)cc1
→ -3.5%	1.5%	-8.9%	-1.3%	1.0	31.1%[activator]	-27.3%
CC1=C(C(=O)OCC2CCCCC2)C(c2cccc(O)c2)NC(=O)N1 (stereo not drawn)
→ .	-1.7%	.	-6.7%	.	.	-16.2%
CCOC(=O)CSc1nc2ccccc2c(=O)[nH]1
→ -0.7%	-0.8%	-2.2%	?	96.5	11.4%	-13.6%
COc1ccc(/C(C)=N/NC(=O)CNC(=O)c2cccs2)cc1OC
→ 12.0%	4.9%	-2.1%	-2.5%	-15.1	-4.6%	-14.5%

# Three entries picked at random from those above:
# Fields: AMA1 RON2 block	LmPK inh	Tb PYK inh	AmpC inh detg	HCMV inh	HCV inh	AmpC inh no detg
CCOC(=O)c1cc(-c2ccccc2)n(CC(=O)N(C)c2ccc(OC)cc2)c1C
→ .	.	1.3%	11.6%	132.4	.	.
COc1ccc(-n2c(Cn3c(=O)sc4ccccc43)nnc2SCC(N)=O)cc1
→ -2.2%	-0.9%	1.9%	-14.9%	-7.1	2.3%	7.6%
COc1cc(NC(=S)NC(=O)CC(C)C)ccc1NC(=O)c1cc2ccccc2o1
→ 2.4%	1.8%	-4.1%	-3.5%	?	-6.0%	-28.1%

# (continued)
# Fields: AMA1 RON2 block	LmPK inh	Tb PYK inh	AmpC inh detg	HCMV inh	HCV inh	AmpC inh no detg
COc1ccc(Cl)cc1NC(=O)CSc1nc(N2CCOCC2)nc(N2CCOCC2)n1
→ 9.5%	-4.0%	4.4%	-12.2%	-32.6	?	-3.1%
FC(F)Oc1ccccc1NC(=S)Nc1cccc(Cl)c1Cl
→ 9.9%	0.3%	-0.9%	-9.4%	-25.2	?	-13.7%
COc1cc(C(=O)N2CCCCCCC2)ccc1OC1CCN(C(C)=O)CC1
→ -7.6%	-6.8%	-2.9%	0.4%	-12.5	12.0%	52.2%
COc1ccc(CC(=O)N[C@@H]2c3cc(OC)c(OC)cc3C[C@H]2O)cc1
→ 0.1%	.	-13.2%	.	-7.7	-29.4%	-5.9%
COc1ccc(C)cc1NC(=O)c1oc2ccc(S(=O)(=O)N3CCCCC3)cc2c1C
→ .	.	-8.4%	7.1%	7.4	.	.
CC(C)CC(=O)N1CCN(Cc2ccc(Br)cc2)CC1
→ ?	-3.0%	14.4%	-1.0%	-29.5	-12.8%	27.1%
O=C1Cc2cc(S(=O)(=O)Nc3ccc(OC(F)(F)F)cc3)cc3c2N1CCC3
→ .	.	1.1%	0.0%	14.6	.	.
Cc1ccc(C)c(-n2cc(CN3CCN(C(=O)c4ncn[nH]4)CC3)c(-c3ccccc3)n2)c1
→ 30.6%[activator]	-4.2%	0.4%	-3.8%	-36.6	-14.9%	159.3%[activator]
CCCC1(C(=O)OC)NC(c2ccco2)C2C(=O)N(C)C(=O)C21 (stereo not drawn)
→ -5.8%	2.4%	-8.8%	-1.6%	91.4	3.1%	-7.1%
Cc1cnc(NC(=O)CCCSc2nc3ccccc3s2)s1
→ -4.6%	-1.4%	-1.7%	-12.8%	30.5	5.6%	-52.2%
COc1ccc(NC(=O)c2cccnc2Nc2ccccc2)cc1
→ -16.2%	1.1%	-1.8%	-12.2%	?	?	-39.8%
O=C(Nc1ccc(-n2ccnc2P(=O)(O)c2ccccc2)cc1)c1ccccc1Br
→ -16.9%	5.6%	-4.2%	-11.7%	84.7	1.1%	-32.7%
c1ccc(-c2cc3c(NCC4COc5ccccc5O4)ncnc3s2)cc1 (stereo not drawn)
→ 1.3%	1.7%	1.8%	?	?	?	-19.5%
O=C1CCCc2nn(-c3ccccc3)nc21
→ 0.0%	5.1%	-7.1%	-4.4%	5.3	1.6%	-8.7%
CCOC(=O)C1CCN(C(=O)c2oc3ccc(S(=O)(=O)N4CC(C)CC(C)C4)cc3c2C)CC1 (stereo not drawn)
→ -5.9%	1.1%	-13.5%	2.9%	-33.0	4.47µM*	153.0%[activator]
COc1cc(NC(=O)c2c(OC)cccc2OC)ccc1NC(=O)c1cc2ccccc2o1
→ 0.0%	-2.4%	-0.5%	-15.7%	44.8	25.1µM*	57.5%
CC1(C)OC(=O)C(=NNc2ccc(Br)cc2)C(=O)O1
→ -20.2%	-0.8%	-4.9%	?	-19.0	-2.2%	-12.0%
COc1ccc(Br)cc1CN1CCN(c2ncccn2)CC1
→ -24.9%	.	23.5%	.	12.2	-29.1%	.
CCOC(=O)C(C)NC(=O)c1cn(-c2ccc(OC)cc2)c(=O)c2ccccc12 (stereo not drawn)
→ -0.8%	-0.8%	-3.9%	-1.9%	-7.2	-3.7%	0.9%
O=C1CCCN1CCCNc1ncnc2c1[nH]c1ccccc12
→ -0.9%	3.2%	-4.3%	-8.7%	113.3	-5.6%	-20.0%
COCCCNC(=O)CNC(=O)c1nn(-c2ccc(OC)c(Cl)c2)c(=O)c2ccccc12
→ 1.2%	7.0%	-2.2%	-6.9%	8.7	8.3%	24.2%
CCNc1ccc(S(=O)(=O)N(C)C)cc1NCC(=O)Nc1ccccc1Cl
→ -8.6%	-1.2%	3.1%	-12.4%	15.5	-9.7%	-0.3%
COC(=O)C1(CC2CC(c3ccc(Cl)cc3)=NO2)CCN(C(=O)OC(C)(C)C)CC1 (stereo not drawn)
→ 16.1%	.	4.8%	?	21.3	-4.4%	0.8%
CCOC(=O)C1(Cc2ccc(OC)cc2)CCN(C(=O)C2CCCO2)CC1 (stereo not drawn)
→ -1.1%	3.4%	1.7%	8.1%	-35.8	11.0%	23.4%

# High-throughput results deposited in PubChem by National Center for Advancing Translational Sciences (NCATS).
